High-throughput results (PubChem BioAssay)
dFosB act = enhances mouse delta FosB homodimer DNA binding | P13346 | purified delta FosB, TAMRA-CDK5 oligo fluorescence polarization; percent of positive-control signal above neutral wells | activation, % at 25 µM | 340,000 compounds, 0.99% hits;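 active = mean activation above about 17%, with every replicate also reaching it, limit read from the data, passing the limit was not always enough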;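 note: fluorescence polarization rise as delta FosB binds a TAMRA Cdk5 AP-1 oligo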
Rtt109 HAT inh = inhibitors of Candida albicans Rtt109/Vps75 histone acetyltransferase. 330,000 compounds, 0.16% hits. AID 540336. inhibition, % at 34.9 µM. purified Rtt109/Vps75, ThioGlo CoA-SH fluorescence, 4 h;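 active = inhibition of at least 50% in every replicate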
PfHsp90 yeast 2 = reduces growth (ATP signal) of yeast expressing P. falciparum Hsp90; S. cerevisiae expressing PfHsp90, BacTiter-Glo ATP, 48 h; yeast lacking PDR1 and PDR3 efflux regulators; AID 504621; inhibition, % at 9.4 µM; 310,000 compounds, 0.32% hits;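 active = every replicate shows inhibition above about 80%, whatever the replicate mean, limit read from the data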;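 note: 0% = DMSO neutral controls and 100% = 20 µM radicicol positive controls; yeast relying on Plasmodium falciparum Hsp90 in place of its own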
CAL PDZ FP-1 = blocks peptide binding to human CAL PDZ domain. Q9HD26. purified CAL PDZ, TMR-peptide fluorescence polarization, 1 h. inhibition, % at 20 µM. 330,000 compounds, 0.02% hits. AID 504414;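 active = highest replicate inhibition of at least 40%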;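 note: plate controls were DMSO neutral control wells for no effect and unlabeled competitor peptide control wells for full effect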
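Test system: tagged CAL PDZ domain / Buffer or medium: sodium phosphate/NaCl buffer pH 7.4 with TCEP, IgG, Thesit / Reagent: TMR-labelled reporter peptide T*-PRC34 bound in PDZ groove / Compound dosing: single point, 20 µM / Schedule: 1 h incubation at room temperature before polarization reading / Technique: fluorescence polarization (mP) / Benchmarks: unlabelled peptide, DMSO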
SR-BI DiI inh = mouse SR-BI HDL lipid transfer inhibition. inhibition, % at 12.5 µM. AID 488896. ldlA[mSR-BI] CHO cells, DiI-HDL uptake fluorescence, 3 h. 320,000 compounds, 0.96% hits. Q61009;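 active = mean replicate inhibition of at least 70% and a set share of replicates each scoring 70 or more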;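 note: 0% = median of neutral control wells and 100% = median of positive control wells; values of inactives mirror those of a sister screen read the other way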
MITF act = activators of MITF-driven TRPM1 promoter activity in SK-MEL-5 cells. activation, % at 12.5 µM. SK-MEL-5 TRPM1-promoter luciferase, 24 h; % of positive control, neutral wells = 0. 300,000 compounds, 0.75% hits;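 active = mean activation of at least 80% with every replicate also reaching 80%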;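 note: 0% = neutral control wells and 100% = parthenolide positive control wells; values of inactives mirror those of a sister screen read the other way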
SR-BI DiI-HDL act = enhances SR-BI lipid uptake from DiI-HDL. CHO ldlA[mSR-BI] cells, DiI-HDL uptake fluorescence, 3 h; 100 = double the neutral-control signal. activation, % at 12.5 µM. 320,000 compounds, 0.096% hits. AID 504775;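 active = mean replicate activation of at least 60% and every replicate at or above 60%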;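 note: 0% = median plate neutral-control signal and 100% = twice that signal; values of inactives mirror those of a sister screen read the other way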
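Material: SR-BI-overexpressing, LDLR-lacking CHO cells | Dosing: Single compound concentration, delivered by pin transfer | Probe or stimulus: Labelled HDL, 10 µg/mL | Signal: Bottom-read cell fluorescence after medium removal, ex 550/em 595 nm | Schedule: 3 h, 37 °C | Evaluation: HDL uptake via cellular fluorescence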
PvdQ acylase = P. aeruginosa PvdQ acylase inhibition; purified PvdQ acylase, fluorescence plate reader; inhibition, % at 10 µM; 340,000 compounds, 0.063% hits; in the data active = inhibition above about 30%, passing the limit was not always enough;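 note: 0% = vehicle neutral wells and 100% = reference inhibitor wells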
CAL PDZ FP-2 = blocks peptide binding to the human CAL PDZ domain | Q9HD26 | purified CAL PDZ, TMR-peptide fluorescence polarization, 1 h | inhibition, % at 24.9 µM | 300,000 compounds, 0.92% hits | AID 602252;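 active = mean inhibition of at least 30% with at least half of replicates also reaching 30%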;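 note: 0% = DMSO neutral control and 100% = excess unlabeled competitor peptide PRC23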
NSD2 inh = inhibitors of human histone methyltransferase NSD2. NSD2 peptide methylation, AlphaScreen, 120 min. inhibition, % at 12.5 µM. 310,000 compounds, 0.54% hits. AID 743445; in the data active = inhibition above about 50%
Target sequence (O96028 whole entry, looked up): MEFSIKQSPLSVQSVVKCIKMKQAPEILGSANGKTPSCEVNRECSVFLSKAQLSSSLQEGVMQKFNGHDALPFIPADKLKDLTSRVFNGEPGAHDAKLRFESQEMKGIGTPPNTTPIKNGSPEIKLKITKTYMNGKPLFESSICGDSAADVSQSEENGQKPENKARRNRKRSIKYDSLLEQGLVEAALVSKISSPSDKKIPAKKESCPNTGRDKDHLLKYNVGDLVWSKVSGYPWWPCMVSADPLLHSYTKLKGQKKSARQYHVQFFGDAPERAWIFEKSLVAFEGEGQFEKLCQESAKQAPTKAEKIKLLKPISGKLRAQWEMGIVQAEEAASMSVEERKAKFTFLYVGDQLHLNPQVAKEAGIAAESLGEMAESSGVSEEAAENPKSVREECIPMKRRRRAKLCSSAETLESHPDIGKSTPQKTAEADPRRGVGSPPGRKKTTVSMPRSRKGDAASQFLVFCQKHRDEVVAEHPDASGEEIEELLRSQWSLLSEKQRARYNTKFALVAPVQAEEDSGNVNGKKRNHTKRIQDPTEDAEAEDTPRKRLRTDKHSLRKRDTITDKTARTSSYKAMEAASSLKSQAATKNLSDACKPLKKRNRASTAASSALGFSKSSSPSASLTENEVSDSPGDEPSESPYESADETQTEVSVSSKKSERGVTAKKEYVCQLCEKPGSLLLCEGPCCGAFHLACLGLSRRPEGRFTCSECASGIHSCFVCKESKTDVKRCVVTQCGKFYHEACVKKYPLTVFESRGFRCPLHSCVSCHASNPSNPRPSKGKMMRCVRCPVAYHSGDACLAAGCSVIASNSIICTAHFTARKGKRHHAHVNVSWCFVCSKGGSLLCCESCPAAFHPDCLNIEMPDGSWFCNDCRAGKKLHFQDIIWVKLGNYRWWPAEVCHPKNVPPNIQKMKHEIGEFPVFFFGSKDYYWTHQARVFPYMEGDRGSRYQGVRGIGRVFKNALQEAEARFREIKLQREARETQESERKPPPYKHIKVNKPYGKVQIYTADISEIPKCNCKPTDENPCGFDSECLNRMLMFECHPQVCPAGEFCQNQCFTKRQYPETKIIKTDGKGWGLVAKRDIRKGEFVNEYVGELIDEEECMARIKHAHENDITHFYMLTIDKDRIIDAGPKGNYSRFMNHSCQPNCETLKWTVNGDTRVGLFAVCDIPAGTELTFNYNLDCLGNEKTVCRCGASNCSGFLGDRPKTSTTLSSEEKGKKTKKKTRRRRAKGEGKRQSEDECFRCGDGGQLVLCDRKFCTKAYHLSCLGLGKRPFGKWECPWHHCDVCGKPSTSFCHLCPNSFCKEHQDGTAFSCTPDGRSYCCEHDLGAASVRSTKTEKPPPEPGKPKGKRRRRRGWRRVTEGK
* marks the source's active call; other numbers are inactive results; x = no result given.

Start of the data: the first two compounds as a preview:
| no. | Molecule | dFosB act | Rtt109 HAT inh | PfHsp90 yeast 2 | CAL PDZ FP-1 | SR-BI DiI inh | MITF act | SR-BI DiI-HDL act | PvdQ acylase | CAL PDZ FP-2 | NSD2 inh |
| --- | --- | --- | --- | --- | --- | --- | --- | --- | --- | --- | --- |
| 1 | CC(=O)NC(CC(=O)Nc1cccc(S(=O)(=O)N2CCCCC2)c1)c1ccccc1 (stereo unspecified) | -5 | 3 | -2 | -3.0 | 28 | 2 | -28 | -10 | -10 | 46 |
| 2 | COc1ccc(C(=O)NCC(=O)N2CCN(c3ncccn3)CC2)cc1OC | -5 | 10 | 3 | -0.4 | -11 | -2 | 11 | -16 | 2 | x |

All compounds of this part (from the top)
| no. | Molecule | dFosB act | Rtt109 HAT inh | PfHsp90 yeast 2 | CAL PDZ FP-1 | SR-BI DiI inh | MITF act | SR-BI DiI-HDL act | PvdQ acylase | CAL PDZ FP-2 | NSD2 inh |
| --- | --- | --- | --- | --- | --- | --- | --- | --- | --- | --- | --- |
| 1 | CC(=O)NC(CC(=O)Nc1cccc(S(=O)(=O)N2CCCCC2)c1)c1ccccc1 (stereo unspecified) | -5 | 3 | -2 | -3.0 | 28 | 2 | -28 | -10 | -10 | 46 |
| 2 | COc1ccc(C(=O)NCC(=O)N2CCN(c3ncccn3)CC2)cc1OC | -5 | 10 | 3 | -0.4 | -11 | -2 | 11 | -16 | 2 | x |
| 3 | Cc1cccc(CN(CC(=O)N/N=C/c2cccs2)S(=O)(=O)c2ccc(Cl)cc2)c1 | -4 | -5 | 5 | -1.2 | 0 | x | 0 | -9 | -3 | -1 |
| 4 | Cc1ccc(NC(=S)N2CCCC(CO)C2)c(C)c1 (stereo unspecified) | 0 | -4 | -7 | -2.6 | 0 | -4 | 0 | -19 | 0 | -1 |
| 5 | Cn1cc(S(=O)(=O)N2CCCC2)cc1C(=O)NCc1ccccc1 | -7 | -9 | -14 | -0.3 | -15 | -8 | 15 | -12 | x | x |
| 6 | CCOC(=O)C(CC(C)C)CP(=O)(O)CNC(=O)OCc1ccccc1 (stereo unspecified) | -1 | 1 | 11 | x | -14 | 1 | 14 | -16 | -4 | 1 |
| 7 | O=C(CCC(=O)N1CCN(Cc2ccc(F)cc2)CC1)Nc1nnc(C2CCCCC2)s1 | -20 | -8 | -12 | -1.0 | -12 | -3 | 12 | -3 | -1 | 4 |
| 8 | C#CCOCCOCCOCCNc1nc(N2CCN(C(=O)CCCCCCCCCCNC(=O)[C@H](CCCCN)n3cc(CCCC(=O)O)nn3)CC2)nc(N2CCN(C(=O)CCCCCCCCCCNC(=O)[C@@H]([C@H](C)O)n3cc(C)nn3)CC2)n1 | -1 | 24 | -4 | -1.3 | 7 | 9 | -7 | -4 | -3 | x |
| 9 | COc1ccc(CCNC(=O)c2ccc3c(c2)N(Cc2ccc(F)cc2)CCS3)c(OC)c1 | -1 | -5 | 10 | -1.3 | 82* | 2 | -82 | -22 | -1 | -4 |
| 10 | CCC(=O)/C=C1/Sc2ccccc2N1CC | -2 | 20 | -8 | -0.7 | 12 | -11 | -12 | 1 | -3 | x |
| 11 | COc1ccc(OC)c(N2CC(O)=C(c3nc4ccccc4s3)C2=N)c1 | -9 | 15 | 7 | -2.1 | 35 | 3 | -35 | -8 | -1 | -1 |
| 12 | COc1ccccc1CNC(=O)COC(=O)/C=C/c1cccs1 | -12 | -12 | -3 | -3.2 | -5 | 5 | 5 | -15 | 2 | -2 |
| 13 | C=CCn1cn[nH]c1=S | -1 | -2 | 4 | -0.3 | 5 | 2 | -5 | -5 | x | 1 |
| 14 | CCCC(C)C(=O)Nc1nc(C)c(-c2csc(Nc3cc(Cl)ccc3C)n2)s1 (stereo unspecified) | -2 | 2 | -17 | 0.1 | 82* | x | -82 | 7 | -1 | x |
| 15 | O=C(O)C1CC(=O)N(CCOc2ccccc2)C1 (stereo unspecified) | -5 | 4 | -12 | 0.0 | -14 | -11 | 14 | 9 | -1 | 8 |
| 16 | Cc1ccc(C(=O)Nc2sc3c(c2C(=O)NCc2ccco2)CCCC3)cc1 | 2 | -9 | 22 | x | 67 | 32 | -67 | -2 | -3 | 3 |
| 17 | O=C1NC(=S)N/C1=C/c1cccc2ccccc12 | -22 | -5 | 18 | -1.1 | 19 | 38 | -19 | -20 | -7 | 0 |
| 18 | Cc1ccc2nc3c(cc(S(=O)(=O)c4ccccc4)c(=N)n3Cc3ccco3)c(=O)n2c1 | 7 | -24 | -10 | -0.1 | 5 | 26 | -5 | 7 | 2 | 1 |
| 19 | CCOc1cc(C)c(Cl)cc1S(=O)(=O)n1nnc2ccccc21 | 5 | 12 | -16 | 0.3 | -28 | x | 28 | -21 | -3 | -9 |
| 20 | O=C(CNC(=O)c1sc2ccccc2c1Cl)NCc1ccc(F)cc1 | 10 | 1 | 3 | -2.7 | -8 | 11 | 8 | 8 | 1 | -1 |
| 21 | Cc1ccc(NC(=O)c2ccccc2F)cc1S(=O)(=O)N1CCCCCC1 | -6 | 7 | -17 | -0.8 | 38 | 2 | -38 | -4 | -4 | x |
| 22 | Cc1ccc(-n2c(SCC(N)=O)nc3c(oc4ccccc43)c2=O)cc1 | -19 | 2 | -10 | -1.8 | x | -1 | x | -2 | -7 | -4 |
| 23 | CC(C)(C)NC(=O)COC(=O)CNC(=O)c1cc(Cl)cc([N+](=O)[O-])c1 | 2 | -13 | 11 | 0.0 | -38 | -2 | 38 | -14 | 2 | -2 |
| 24 | CCOC(=O)C1=CN(Cc2cccc(F)c2)S(=O)(=O)N(CC)C1c1cccc(OC)c1 (stereo unspecified) | -2 | -21 | 7 | 0.1 | 5 | -3 | -5 | -17 | -5 | x |
| 25 | CC1(C)CC(NC(=O)c2ccc3c(c2)OCO3)CC(C)(C)N1 | 8 | -4 | 15 | x | -24 | -3 | 24 | -13 | -1 | -3 |
| 26 | CCn1c(CCNC(=O)c2ccc(OC)cc2)nnc1SCc1ccc(Cl)c(Cl)c1 | -14 | 7 | -129 | -2.8 | 15 | -16 | -15 | -11 | 1 | -1 |
| 27 | Cc1ccc(NC2=CC(=O)C(=O)c3ccccc32)cc1 | -5 | 5 | x | 0.8 | 20 | -94 | -20 | 5 | x | 65* |
| 28 | Cc1ccccc1C(=O)Nc1ccc(N2CCN(C(=O)c3ccco3)CC2)cc1 | 0 | -1 | 11 | -0.4 | x | 4 | x | 8 | 5 | 12 |
| 29 | COc1cc2c(cc1NC(=O)CN(C)Cc1cccc(OC)c1OC)oc1ccccc12 | -10 | -3 | 5 | -2.9 | 46 | 3 | -46 | -8 | -2 | 0 |
| 30 | CCC(C)NC(=O)CSC1=Nc2ccccc2C2=NC(CC(=O)NCc3ccccc3)C(=O)N12 (stereo unspecified) | -8 | 7 | x | -0.3 | 3 | x | -3 | -1 | -3 | -19 |
| 31 | Cc1ccc(NC(=O)Nc2ccc3c(c2)nnn3C)cc1C | 8 | 3 | -11 | 4.1 | 3 | 8 | -3 | -11 | -6 | -1 |
| 32 | Cc1ccc(S(=O)(=O)N2CCC(C(=O)N3CCCCCCC3)CC2)cc1 | -5 | 1 | -9 | -1.7 | 8 | 10 | -8 | 9 | x | 1 |
| 33 | O=C(NC1CCCCC1)n1c(=O)oc2ccc(Cl)cc21 | 3 | 4 | 1 | -0.8 | 3 | -13 | -3 | 1 | -7 | 3 |
| 34 | Cc1ccc(NC(=O)CS(=O)CC(=O)N(CC(=O)NC2CCCC2)c2cccc(C)c2C)cc1 (stereo unspecified) | -11 | 4 | -14 | -1.3 | 12 | 6 | -12 | -15 | 0 | -5 |
| 35 | CCc1ccc(N=C2N=C(N)c3ccccc32)cc1 | -4 | 1 | x | 0.2 | -6 | 7 | 6 | -12 | 0 | 5 |
| 36 | Cc1ccc(Cn2nc(C)c(NC(=O)C3(C)CC3(Br)Br)c2C)cc1 (stereo unspecified) | -6 | 9 | x | -2.0 | -6 | x | 6 | 0 | -1 | x |
| 37 | NC(=S)NC1CC2CC1C1C=CCC21 (stereo unspecified) | 3 | -6 | -6 | -0.4 | 40 | x | -40 | -3 | -4 | 0 |

Some of the entries above in another layout:
nr	dFosB act	Rtt109 HAT inh	PfHsp90 yeast 2	CAL PDZ FP-1	SR-BI DiI inh	MITF act	SR-BI DiI-HDL act	PvdQ acylase	CAL PDZ FP-2	NSD2 inh	mol
21	-6	7	-17	-0.8	38	2	-38	-4	-4	x	Cc1ccc(NC(=O)c2ccccc2F)cc1S(=O)(=O)N1CCCCCC1
22	-19	2	-10	-1.8	x	-1	x	-2	-7	-4	Cc1ccc(-n2c(SCC(N)=O)nc3c(oc4ccccc43)c2=O)cc1
23	2	-13	11	0.0	-38	-2	38	-14	2	-2	CC(C)(C)NC(=O)COC(=O)CNC(=O)c1cc(Cl)cc([N+](=O)[O-])c1
24	-2	-21	7	0.1	5	-3	-5	-17	-5	x	CCOC(=O)C1=CN(Cc2cccc(F)c2)S(=O)(=O)N(CC)C1c1cccc(OC)c1 (stereo unspecified)
25	8	-4	15	x	-24	-3	24	-13	-1	-3	CC1(C)CC(NC(=O)c2ccc3c(c2)OCO3)CC(C)(C)N1
26	-14	7	-129	-2.8	15	-16	-15	-11	1	-1	CCn1c(CCNC(=O)c2ccc(OC)cc2)nnc1SCc1ccc(Cl)c(Cl)c1
27	-5	5	x	0.8	20	-94	-20	5	x	65*	Cc1ccc(NC2=CC(=O)C(=O)c3ccccc32)cc1
28	0	-1	11	-0.4	x	4	x	8	5	12	Cc1ccccc1C(=O)Nc1ccc(N2CCN(C(=O)c3ccco3)CC2)cc1
29	-10	-3	5	-2.9	46	3	-46	-8	-2	0	COc1cc2c(cc1NC(=O)CN(C)Cc1cccc(OC)c1OC)oc1ccccc12
30	-8	7	x	-0.3	3	x	-3	-1	-3	-19	CCC(C)NC(=O)CSC1=Nc2ccccc2C2=NC(CC(=O)NCc3ccccc3)C(=O)N12 (stereo unspecified)
31	8	3	-11	4.1	3	8	-3	-11	-6	-1	Cc1ccc(NC(=O)Nc2ccc3c(c2)nnn3C)cc1C
32	-5	1	-9	-1.7	8	10	-8	9	x	1	Cc1ccc(S(=O)(=O)N2CCC(C(=O)N3CCCCCCC3)CC2)cc1
33	3	4	1	-0.8	3	-13	-3	1	-7	3	O=C(NC1CCCCC1)n1c(=O)oc2ccc(Cl)cc21
34	-11	4	-14	-1.3	12	6	-12	-15	0	-5	Cc1ccc(NC(=O)CS(=O)CC(=O)N(CC(=O)NC2CCCC2)c2cccc(C)c2C)cc1 (stereo unspecified)
35	-4	1	x	0.2	-6	7	6	-12	0	5	CCc1ccc(N=C2N=C(N)c3ccccc32)cc1
36	-6	9	x	-2.0	-6	x	6	0	-1	x	Cc1ccc(Cn2nc(C)c(NC(=O)C3(C)CC3(Br)Br)c2C)cc1 (stereo unspecified)

Random draw from the library (roughly 4.3% active in at least one column).
